NLRP3 yeast inh: inhibitors of NALP3 inflammasome in yeast | Yeast reconstituted NLRP3/ASC/caspase-1, beta-gal luminescence, 24 h | inhibition, % at 10 µM | 330,000 tested, 0.39% active;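 active = inhibition of 50% or more; inactive = inhibition below 50%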;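 note: plate controls were induced DMSO wells for no effect and uninduced yeast grown without galactose for full effect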
HKDC1 inh: HKDC1 (human) hexokinase inhibition; inhibition, % at 20 µM; Q2TB90; recombinant HKDC1, G6PDH/diaphorase resazurin coupled fluorescence; 340,000 tested, 0.16% active;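 active = inhibition above about 35% when tested at 20 µM, limit read from the data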;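 note: plate controls were DMSO wells with enzyme for no effect and DMSO wells lacking enzyme for full effect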
Target sequence (Q2TB90 whole entry, looked up): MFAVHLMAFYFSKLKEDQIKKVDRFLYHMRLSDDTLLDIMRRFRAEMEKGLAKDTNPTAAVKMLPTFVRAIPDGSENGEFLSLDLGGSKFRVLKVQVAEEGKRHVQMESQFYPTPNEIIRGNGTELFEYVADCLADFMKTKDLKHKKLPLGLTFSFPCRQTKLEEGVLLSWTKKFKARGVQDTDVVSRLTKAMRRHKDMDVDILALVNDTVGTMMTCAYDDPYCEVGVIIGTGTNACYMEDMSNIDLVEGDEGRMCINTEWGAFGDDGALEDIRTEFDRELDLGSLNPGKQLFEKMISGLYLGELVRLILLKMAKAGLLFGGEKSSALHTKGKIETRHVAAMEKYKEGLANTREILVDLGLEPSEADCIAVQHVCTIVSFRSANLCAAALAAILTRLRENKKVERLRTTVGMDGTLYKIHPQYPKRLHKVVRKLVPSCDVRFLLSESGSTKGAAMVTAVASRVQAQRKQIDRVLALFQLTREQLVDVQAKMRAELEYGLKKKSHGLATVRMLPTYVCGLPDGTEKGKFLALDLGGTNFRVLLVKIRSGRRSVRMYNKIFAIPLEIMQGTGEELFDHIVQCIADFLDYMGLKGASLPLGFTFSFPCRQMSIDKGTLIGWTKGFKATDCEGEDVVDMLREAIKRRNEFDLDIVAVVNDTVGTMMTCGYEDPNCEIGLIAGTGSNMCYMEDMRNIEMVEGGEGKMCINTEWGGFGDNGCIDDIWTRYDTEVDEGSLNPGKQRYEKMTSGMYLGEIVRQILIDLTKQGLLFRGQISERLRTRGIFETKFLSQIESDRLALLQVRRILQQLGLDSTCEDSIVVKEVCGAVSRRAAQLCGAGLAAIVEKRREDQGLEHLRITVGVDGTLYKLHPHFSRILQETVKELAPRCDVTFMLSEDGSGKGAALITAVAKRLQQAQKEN
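Assay system: in-house recombinant HK5 (HKDC1) enzyme. Input: HKDC1 at 5 µg/mL. Medium: Tris pH 8.0 buffer with MgCl2, Tween-20, BSA, BME. Dosing: single 20 µM dose. Schedule: 90 min reaction incubation at room temperature, dark. Signal: resazurin-to-resorufin fluorescence via G6PDH and diaphorase coupling, 525/613 nm. Controls: DMSO-enzyme wells negative, buffer-substituted wells positive.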
SENP6 block: inhibitors of human SENP6 protease; Q9GZR1; AID 2599; Recombinant SENP6 catalytic domain, aminoluciferin luminescence; 330,000 tested, 1.8% active; inhibition, % at 10 µM;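 active = inhibition above about 50% at the single tested dose, limit read from the data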;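 note: plate controls were DMSO wells with enzyme for no effect and DMSO wells lacking enzyme for full effect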
SENP8 block-1: blocks human SENP8 cleavage of Nedd8 substrate. inhibition, % at 20 µM. AID 602440. 360,000 tested, 0.64% active. recombinant SENP8, Nedd8 substrate fluorescence; in the data active = inhibition mostly above about 40%, no sharp cut-off; inactive = mostly below about 27%
PfG6PD inh: PfG6PD (Plasmodium falciparum) enzyme inhibition | PfGluPho enzyme, NADPH resazurin-diaphorase fluorescence | AID 504690 | 350,000 tested, 0.78% active | inhibition, % at 20 µM;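 active = inhibition reaching at least a set limit at 20 µM in the primary screen, cut at about 59% in these data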;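 note: 0% = DMSO wells with substrate and 100% = DMSO wells lacking glucose-6-phosphate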
SENP1 FRET inh: inhibitors of human SENP1 SUMO protease catalytic domain; Q9P0U3; recombinant SENP1 catalytic domain, CyPet-SUMO1-YPet FRET cleavage; inhibition, % at 10 µM; 360,000 tested, 0.21% active; AID 624204;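 active = inhibition at least 30% at 10 µM, raw YFP signal under a set limit, fluorescence ratio 0.5 to 1.5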;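 note: 0% = enzyme with DMSO and 100% = no enzyme wells; some results filed as inactive read as strong as hits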
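Assay system: hSENP1 catalytic domain, recombinant. Amount: SENP1 enzyme, 20 pM final. Schedule: 50 min reaction, RT, dark. Technique: FRET, CFP and YFP emission. Control set: no-enzyme wells low, DMSO-plus-enzyme wells high control.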
SENP7 block: blocks the human protease SENP7. Q9BQF6. recombinant SENP7, Z-RLRGG-aminoluciferin luminescence, 40 min. inhibition, % at 5 µM. 330,000 tested, 1.5% active;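 active = inhibition above about 50% at the single test dose, limit read from the data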;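 note: plate controls were DMSO with enzyme for no effect and no enzyme buffer wells for full effect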
SENP8 block-2: SENP8 protease inhibition; AID 2540; inhibition, % at 10 µM; purified SENP8, Z-RLRGG-aminoluciferin cleavage, luminescence; 330,000 tested, 1.2% active; in the data active = inhibition above about 50%
Apaf1 inhib: inhibitors of human Apaf-1 apoptosome; reconstituted apoptosome caspase-3 activity, DEVD-Rh110 fluorescence; AID 489030; inhibition, % at 20 µM; 330,000 tested, 0.71% active; O14727; active = inhibition of at least 40% at 20 µM;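 note: plate controls were DMSO wells for no effect and DEVD-CHO caspase inhibitor wells for full effect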
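Material: biochemical Apaf-1 apoptosome reconstitution. Medium: Hepes buffer, pH 7.5. Also added: cytochrome c activation, bis-DEVD rhodamine 110 substrate. Timing: 30 min compound preincubation, 50 min activation, room temperature. Measured by: rhodamine 110 fluorescence at Ex 480/Em 540 nm.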
Numbers without * were called inactive.

Sequence of screens: NLRP3 yeast inh, HKDC1 inh, SENP6 block, SENP8 block-1, PfG6PD inh, SENP1 FRET inh, SENP7 block, SENP8 block-2, Apaf1 inhib
> Clc1ncc(CN2CCN(c3ccccc3)CC2)s1
→ -2, -6, -11, 11, -4, 1, -6, 2, -9
> Cc1cc(C(=O)N2CCC(Cc3ccccc3)CC2)c(C)o1
→ -2, -5, -3, 1, 14, 1, 12, -16, 18
> O=C(COC(=O)c1cccc(S(=O)(=O)N2CCc3ccccc32)c1)NCc1ccco1
→ 5, -4, 16, 16, 10, 1, -1, -4, 7
> O=C1CC(c2ccccc2)N1c1ccccc1 (stereo not drawn)
→ -26, 3, -4, 17, -21, 1, -13, -12, 7
> Cc1[nH]n(-c2ccc(Cl)c(Cl)c2)c(=O)c1CCO
→ 2, 5, -17, 20, 9, 3, -9, -13, 6
> CC1CCCN(S(=O)(=O)c2cccc3nonc23)C1 (stereo not drawn)
→ -7, -5, 5, 8, -5, 0, -5, -4, -3
> CCOC(=O)C(Cc1ccccc1)C(=O)c1ccco1 (stereo not drawn)
→ 31, -2, -20, 4, 7, -2, -8, -4, -2
> O=C(c1ccccc1)c1cn[nH]c1-c1ccccc1O
→ 3, 0, -16, 26, 5, 2, 9, 3, 1
> O=C(CSc1nnc(-c2ccccn2)n1-c1ccc(Cl)cc1)Nc1ccc2c(c1)OCO2
→ 13, 9, -4, 3, 3, 2, 8, -2, 3
> CCN(CC)CC#CCOC(=O)C(O)(c1ccccc1)C1CCCCC1 (stereo not drawn)
→ 31, 0, 15, 22, -15, -2, 5, 1, 4
> O=C(CSc1nc2ccccc2nc1N1CCCCC1)N1CCN(c2ccccc2)CC1
→ 13, 0, -2, -85, 3, -4, -2, -10, 18
> COc1ccccc1CNC(=O)c1cccc(C)c1[N+](=O)[O-]
→ 17, 3, 13, 12, -15, 1, -2, 7, 0
> CN(CC(=O)Nc1ccccc1Br)C(=O)CNC(=O)c1ccco1
→ 3, -1, -18, 5, -5, -1, 3, 5, 3
> O=C(CCCOc1ccc(Cl)cc1Cl)NN1CCOCC1
→ 15, -6, -11, 19, 17, 1, -2, -2, 6
> Cc1ccc(CNC(=O)c2ccc(CS(=O)(=O)c3ccccc3)o2)cc1
→ 7, 4, -6, 15, -18, -2, 5, -2, -10
> N#Cc1ccc(NC(=O)N2CCC(c3nc4c(nnn4Cc4cccc(Cl)c4)c(=O)[nH]3)CC2)cc1
→ -7, 19, -13, 22, 8, 1, -5, -7, 12
> CCCC(=O)Nc1ccc2nc(SCC(=O)Nc3ccc(N4CCOCC4)c(Cl)c3)sc2c1
→ 25, -2, -23, 1, 13, 1, 2, 0, 8
> O=C(NCc1ccc(Cl)cc1)c1cc([N+](=O)[O-])ccc1Cl
→ -10, -1, 8, 11, -10, 0, 3, 0, -17
> COC(=O)c1cc(OC)c(OC)cc1NC(=O)CCCCCN1C(=O)CCC1=O
→ 28, 5, -10, -281, 2, 1, 2, -2, -8
> CCC(C)C(NS(=O)(=O)c1ccc(C)cc1)C(=O)N1CCOCCOCCOCC1 (stereo not drawn)
→ 10, -3, 0, 7, -12, 2, -3, 3, 2
> O=C(Nc1ccc2c(c1)OCCO2)c1cc2sccc2n1Cc1ccc(F)cc1
→ 19, 0, -21, -8, 51, -1, -6, -9, 21
> CC(=O)N1CC=CC1(CC(C)C)C(=O)NCCc1c[nH]c2ccccc12 (stereo not drawn)
→ 11, 4, 1, -7, 0, -1, 0, -3, 12
> CCN(C(=O)c1ccc(S(=O)(=O)N2CCCC2)cc1)C1CCS(=O)(=O)C1 (stereo not drawn)
→ 12, 3, -13, 12, 7, 0, -5, -13, -4
> COc1ccc(N2C(=O)N3[C@@H]4c5ccccc5OC[C@@H]4[C@@H](c4ccccc4)[C@@]3(C)C2=O)cc1
→ 11, 0, -7, 18, 6, 2, -5, -18, 21
> NS(=O)(=O)c1ccc(CCNC(=O)CCCn2c(=O)[nH]c3ccc(Br)cc3c2=O)cc1
→ -3, -3, 2, 8, 16, 3, 4, 4, 3
> COC(=O)c1scc(C)c1NC(=O)C1CCCCC1
→ -12, -7, 0, 7, -3, -1, -2, -6, -4
> CC1CCN(C(=O)CSc2nc(C3CC3)nc3ccccc23)CC1
→ -8, -3, -4, 4, 5, 1, 9, 8, 10
> COc1ccc(NC(=O)CSc2nnc(C3CCCCC3)n2N)c(OC)c1
→ 0, 5, -13, 6, 7, 3, -1, 7, -4
> CC(C)Oc1ccc(CCC(=O)NNC(=O)c2ccccc2C(=O)O)cc1
→ 16, 0, -16, 11, -8, 1, -7, -8, 11
> O=C(Cn1c(=O)c2cccn2c2cccnc21)N1CCN(c2ccc(Cl)cc2)CC1
→ 8, -4, 2, -88, 10, -46, 1, 4, 16
> Cc1cc([N+](=O)[O-])nn1CCCC(=O)Nc1ccc2c(c1)OCO2
→ 9, -2, 6, -1, 16, 1, -8, 3, -9
> COc1cc(C(=O)NCC(=O)N/N=C/c2ccc(OC(=O)c3ccco3)cc2)cc(OC)c1OC
→ 3, -7, -17, 9, -12, 1, -9, -2, 12
> Fc1ccc(Nc2ccnc(C(F)(F)F)c2)cc1
→ 26, -1, -29, 11, 8, 2, -2, -12, 2
> COc1ccc(C2SCC(C(=O)O)N2C(C)=O)cc1 (stereo not drawn)
→ -11, 2, -22, 12, 10, 2, -7, 7, -13
> CN(C(=O)Nc1ccc(Cl)cc1)c1c2c(nn1C)CCCC2
→ -1, -2, -1, 5, 1, 3, -8, -10, 3
> O=C(CCC(=O)N(CC(=O)NC1CCCCC1)c1ccccc1F)Nc1nccs1
→ 5, -3, -24, 4, 10, -1, 1, 0, 14
> O=C(Cc1ccc(Br)cc1)N1CCOCC1
→ 3, -4, -5, 9, 9, 0, 6, -1, 8
> O=C(Cn1nc(C(F)(F)F)c2c1CCC2)NCc1ccc(F)cc1
→ 1, -9, -11, 7, 0, 3, -3, -5, 0
> NC(=O)c1ccsc1NC(=O)COC(=O)CSc1ccc(Cl)cc1
→ 10, 6, 3, 0, -3, -1, -10, -8, 10
> C=C1C2(C(=O)Nc3ccc(SC(F)F)cc3)CCC(C2)C1(C)C (stereo not drawn)
→ -1, 12, 0, 24, 16, 1, -4, -9, 0

Molecules shown so far that contain a CF3 group:
Sequence of screens: NLRP3 yeast inh, HKDC1 inh, SENP6 block, SENP8 block-1, PfG6PD inh, SENP1 FRET inh, SENP7 block, SENP8 block-2, Apaf1 inhib
> Fc1ccc(Nc2ccnc(C(F)(F)F)c2)cc1
→ 26, -1, -29, 11, 8, 2, -2, -12, 2
> O=C(Cn1nc(C(F)(F)F)c2c1CCC2)NCc1ccc(F)cc1
→ 1, -9, -11, 7, 0, 3, -3, -5, 0

Other structures follow:
Sequence of screens: NLRP3 yeast inh, HKDC1 inh, SENP6 block, SENP8 block-1, PfG6PD inh, SENP1 FRET inh, SENP7 block, SENP8 block-2, Apaf1 inhib
> CC(C)(C)NC(=O)CSc1nc2scc(-c3ccccc3)c2c(=O)[nH]1
→ -3, 8, -13, 3, -37, -9, 2, -5, 5
> C=CCNc1nc(C(=O)OCC(=O)c2cccc(Br)c2)cs1
→ 13, -4, 5, -7, 4, -4, -1, 3, 2
> Cc1c(C(=O)Nc2ccc3c(c2)OCCO3)cnn1C
→ 6, -1, -13, 6, 18, 0, -5, -21, 4
> CN(C(=O)COC(=O)c1ccc2c(c1)OCO2)C1CCCCC1
→ 11, 2, -5, 14, -21, -1, 3, -7, -3
> Cc1nn(-c2ccccc2)c(C)c1/C=C/C(=O)OCC(=O)Nc1ncc(Cl)cc1Cl
→ 17, -7, 1, 16, 2, -9, -3, 3, 6
> CCn1c(=O)c2ccccc2n2c(SCC(=O)N3CCc4ccccc4C3)nnc12
→ 6, -10, -14, -4, 6, -1, -3, 0, -24
> Cc1ccc(NC(=O)N(Cc2cc3cc(C)cc(C)c3[nH]c2=O)CC2COCCO2)cc1 (stereo not drawn)
→ 22, -4, 1, -70, 12, 0, -7, -7, 25
> O=C(NCc1ccncc1)Nc1cc(Cl)ccc1Cl
→ 7, -13, -12, 3, 11, 3, -6, -6, 9
> Cn1c(C(=O)NCCCN2CCCCCC2)cc2c(=O)n(C)c3ccccc3c21
→ 3, 5, 1, -58, 60*, -11, -8, 4, 25
> CCN1C(=NCCOC)N[C@@H](c2ccccc2)[C@H](C(=O)OC)[C@H]1C
→ 10, -7, 6, 6, -13, 0, -5, 8, -6
> O=C(c1cccnc1Cl)N1CCOCC1
→ 7, -7, -3, 10, 11, -2, -1, -15, -3
> Cn1nnc2cc(C(=O)NC3CC3)ccc21
→ 13, 0, -3, 7, -3, 0, 4, -6, 5
> Cc1cc(C)n(CCOC(=O)c2sc3ccccc3c2Cl)n1
→ 11, 0, -8, 19, 8, 0, -17, -17, 30
> Cc1ccccc1CN(C)CC(=O)Nc1cccc(S(=O)(=O)N(C)c2ccccc2)c1
→ 5, 0, -6, 6, 18, 2, 7, -1, 7
> COCCCN1C(=O)C(=O)/C(=C(/O)c2ccc(C)cc2)C1/C=C/c1ccccc1 (stereo not drawn)
→ 5, -5, 14, 28, 4, 0, 3, 12, -2
> CC(C)CCNC(=O)c1onc(CSc2ccc(F)cc2)c1C(=O)NCCC(C)C
→ 8, 6, -9, -1, 11, 2, -3, 3, 17
> CCc1nnc(NC(=O)CSCc2cc(=O)n3nc(C(C)C)sc3n2)s1
→ -3, 1, 5, 7, -6, 1, -2, 6, -4
> O=C(Nc1nc2ccccc2n1CCN1CCOCC1)c1ccc(COc2ccccc2Br)o1
→ 10, -16, -14, -209, 41, 0, 8, -10, 21
> Oc1cccc2ccc(Nc3ccccn3)nc12
→ -4, -3, 3, -89, 47, 1, -7, -13, 2
> O=C(O)c1csc(-c2cccs2)n1
→ 1, 2, -8, -8, 1, 2, -4, 57*, -21
> CNC(=S)N1C2CCC1CC(NC(=O)NC13CC4CC(CC(C4)C1)C3)C2 (stereo not drawn)
→ 11, -4, 0, 7, -10, 1, 1, 4, -7
